High-throughput results: PubChem, National Center for Advancing Translational Sciences (NCATS)
EPAC1 antag: qHTS for Antagonist of cAMP-regulated guanine nucleotide exchange factor 3 (EPAC1): primary screen; Potency, µM (titrated, usually from 115 µM), without a hit: top-dose activity change, negative = inhibition, most hits filed as inhibitors; EPAC1 GEF assay, Rap1b-BODIPY-GDP exchange fluorescence; Rap guanine nucleotide exchange factor 3 (Homo sapiens), O95398; hit rate 0.14% among 360,000;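 further: potency means the concentration at half of the fitted maximal effect; plate controls were vehicle for no effect and positive control for full effect; nearly all actives have a fitted effect of over 50% in size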
Target sequence (O95398 whole entry, looked up): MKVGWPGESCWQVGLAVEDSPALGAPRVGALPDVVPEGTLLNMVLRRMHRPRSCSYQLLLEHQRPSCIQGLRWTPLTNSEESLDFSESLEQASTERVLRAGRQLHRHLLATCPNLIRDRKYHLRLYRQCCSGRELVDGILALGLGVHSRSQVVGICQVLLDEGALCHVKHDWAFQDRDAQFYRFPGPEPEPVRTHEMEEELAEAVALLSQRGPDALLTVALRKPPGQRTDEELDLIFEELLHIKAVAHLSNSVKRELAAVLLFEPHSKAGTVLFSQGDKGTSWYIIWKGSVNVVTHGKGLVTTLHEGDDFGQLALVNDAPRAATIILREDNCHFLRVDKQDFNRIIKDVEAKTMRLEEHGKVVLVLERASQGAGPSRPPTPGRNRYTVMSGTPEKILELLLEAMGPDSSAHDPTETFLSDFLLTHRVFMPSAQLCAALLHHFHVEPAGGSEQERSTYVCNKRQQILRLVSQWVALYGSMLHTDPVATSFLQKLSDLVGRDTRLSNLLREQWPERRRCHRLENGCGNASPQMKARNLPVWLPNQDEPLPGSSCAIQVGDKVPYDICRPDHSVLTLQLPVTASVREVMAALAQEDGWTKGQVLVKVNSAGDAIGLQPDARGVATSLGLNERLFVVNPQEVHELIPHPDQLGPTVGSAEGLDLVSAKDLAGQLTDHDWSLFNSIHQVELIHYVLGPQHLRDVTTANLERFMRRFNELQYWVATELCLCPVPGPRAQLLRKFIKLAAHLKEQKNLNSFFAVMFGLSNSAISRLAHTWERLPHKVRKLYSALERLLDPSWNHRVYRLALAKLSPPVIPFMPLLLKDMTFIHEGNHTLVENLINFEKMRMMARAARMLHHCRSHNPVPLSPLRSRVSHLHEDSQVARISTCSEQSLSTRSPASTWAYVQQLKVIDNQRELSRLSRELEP
IL-2 act: qHTS of IL-2 Activators. AID 652025, 2013. IL-2 activation reporter assay, cell-based qHTS; stimulated with anti-CD3/CD4/CD28 beads; in transgenic mouse T cells. hit rate 0.065% among 360,000. activation, % (series mostly up to about 46 µM); in the data active means activation above about 50%; inconclusive means mostly about 30% to 49%; further: 0% is about no effect
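Unstimulated transgenic mouse T cells, 750 per well, received compound and, after 60 minutes, anti-CD3/anti-CD4 bead plus anti-CD28 stimulation. EGFP and DsRed were quantified after 18 hours.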
FUS yeast rescue: qHTS for Suppressors of FUS Proteinopathy: Primary screen using FUS-linked yeast assay. Potency, µM (doses to about 76.6 µM), inactives show at the highest dose growth rescue (activation), most hits filed as activators. hit rate 0.24% among 390,000. S. cerevisiae FUS-expressing, growth rescue, OD600, 24 h;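 further: potency means the concentration at half of the fitted maximal effect; plate controls were DMSO vehicle for no effect and reference control for full effect; nearly all actives have a fitted effect of over 55% in size; some results filed as inactive show a strong effect at the top dose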
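Galactose (2%) drives FUS expression in yeast precultured in raffinose; seeding density OD 0.005. Test compounds incubated 24hr at 30C and 99% humidity before absorbance at 600 nm was measured.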
Abeta rescue: qHTS for compounds that reverse cellular toxicity of Amyloid beta (A-beta) peptide in yeast: Primary Screen. hit rate 0.063% among 410,000. yeast expressing A-beta42, growth rescue, OD600, 48 h; response scale: 0% DMSO, 100% iron-clioquinol control. Potency, µM (titrated, usually from 46.1 µM), for inactives: top-dose growth rescue, hits mostly activators. AID 1347071, 2019; further: potency means the concentration at half of the fitted maximal effect; nearly all actives have a fitted effect of over 55% in size
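Yeast A-beta toxicity model in growth medium with pinned compounds, 48 h at 30 C; growth read as absorbance at 600 nm. Normalized to FeCl3/clioquinol equimolar mix (positive) and DMSO (negative).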
PLK1 PBD block: qHTS for Inhibitors of PLK1-PDB (polo-like kinase 1 - polo-box domain): Primary Screen. Serine/threonine-protein kinase PLK1 (Homo sapiens), P53350. Plk1 PBD binding of FITC phosphopeptide, fluorescence polarization. Potency, µM, for inactives: max response, negative = inhibition, most hits filed as inhibitors. hit rate 2.8% among 360,000. AID 720504, 2013; further: potency means the concentration at half of the fitted maximal effect; series mostly up to about 57 µM; on the % scale 0 is the no-effect control and ±100 the full control effect; nearly all actives have a fitted effect of over 65% in size
PI5P4K alpha inh: qHTS for Inhibitors of phosphatidylinositol 5-phosphate 4-kinase (PI5P4K); Phosphatidylinositol 5-phosphate 4-kinase type-2 alpha (Homo sapiens), P48426; PI5P4Kalpha enzyme, ADP-Glo luminescence, 60 min; hits give low values; max response, %; hit rate 1.2% among 330,000; active means max response of -50% or lower; inconclusive means between -30% and -50%; inactive means -30% or higher; further: value at the top dose of about 77 µM; on the % scale 0 is the no-effect control and ±100 the full control effect
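Enzyme plus substrate dispensed, test compounds pinned in, then ATP (5 microM final) added. After 60 min at RT, ADP-Glo reagent 1 for 45 min and reagent 2 for 30 min preceded luminescence imaging.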
EPAC1 ag: qHTS for Agonist of cAMP-regulated guanine nucleotide exchange factor 3 (EPAC1): primary screen; EPAC1 agonist qHTS, biochemical assay; response scale: 100% = response to 6.5 mM cAMP; Potency, µM (top dose mostly 154 µM), for the others: at the top dose activation, usual class: activators; hit rate 0.073% among 360,000; AID 720707, 2013; further: potency means the concentration at half of the fitted maximal effect; nearly all actives have a fitted effect of over 60% in size
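Compounds were pinned as a concentration titration into mixtures of EPAC1 (100 nM), BODIPY-GDP-loaded Rap1B (250 nM) and GDP (50 uM). After 5 min at room temperature, fluorescence was followed for 30 min; activity was scaled to 6.5 mM cAMP.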
WRN helicase inh: qHTS for Inhibitors of WRN Helicase; Bifunctional 3'-5' exonuclease/ATP-dependent helicase WRN (Homo sapiens), Q14191; WRN helicase unwinding, fluorescent forked duplex, kinetic; Potency, µM (highest dose often 114 µM), without a hit: at the highest dose activity change, negative = inhibition, actives largely listed as inhibitors; hit rate 0.46% among 360,000; AID 651768, 2012; further: potency means the concentration at half of the fitted maximal effect; on the % scale 0 is the no-effect control and ±100 the full control effect; nearly all actives have a fitted effect of over 55% in size
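Kinetic fluorescence helicase assay: unwinding of a quenched forked DNA duplex (100 nM final) with 2 mM ATP final raises red fluorescence (525/598 nm). Compounds sat 15 min at room temperature with 20 nM WRN beforehand.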
Starred values were filed as active, the others as inactive; ? = inconclusive; · = not tested or not shown; [ ] = another dose, or the depositor's remark. Unless noted, the call rests on the fitted dose curve; in most records, active means well fitted curve in the direction sought with a large enough effect; inconclusive means small, poorly fitted or top-dose-only effect, or another doubt; inactive means no such curve, though single readings can be large; an effect the other way counts as inactive or inconclusive. Rows were taken by chance. Share with any hit: about 4.1%.

structure	PI5P4K alpha inh	FUS yeast rescue	Abeta rescue	EPAC1 antag	WRN helicase inh	IL-2 act	EPAC1 ag	PLK1 PBD block
N#CC1(NC(=O)CN2CCN(S(=O)(=O)c3ccccc3F)CC2)CCCC1	-3	-21%	4%	4%	-7%	0.3	-3%	-1%
O=C(COC(=O)c1cc(S(=O)(=O)N2CCCCC2)ccc1N1CCOCC1)c1ccccc1	-1	·	10%	-4%	-3%	1.1	1%	2%
O=C(Nc1ncc(S(=O)(=O)c2ccc([N+](=O)[O-])cc2)s1)c1ccc2ccccc2c1	-7	-14%	11%	9%	4%	-0.5	-3%	0%
CCCCn1nc(C(=O)Nc2nc3c(s2)CCCC3)c2ccccc2c1=O	2	-19%	1%	21%	0%	1.8	10%	-2%
COc1cccc(-c2nc(CS(=O)CC(=O)NCc3ccccc3)c(C)o2)c1 (stereo not drawn)	-1	-8%	1%	-1%	-3%	-2.8	2%	-7%
COc1ccccc1NC(=S)N1CCN(c2cccc(C)c2C)CC1	10	44%	?	0%	-9%	-0.5	29%	1%
Cc1cc(SCCC(=O)O)nc2c(C)cccc12	4	24%	-31%	5%	-20%	-3.0	1%	-13%
O=C(NC1CC1)C1CC(=O)N(c2cccc(Cl)c2Cl)C1 (stereo not drawn)	-4	4%	0%	12%	6%	0.5	-6%	4%
Cn1ccc2c(-c3ccccc3F)cc3c(c21)C1CCC3C1 (stereo not drawn)	20	-22%	4%	-1%	-4%	0.4	6%	-10%
O=C(COC(=O)CCc1nc2ccccc2c(=O)[nH]1)Nc1c(Cl)cccc1C(F)(F)F	-5	28%	-3%	-1%	-29%	-0.6	?	-22%
Cc1cc(NS(=O)(=O)c2ccc(NC(=S)NC(=O)c3cccc(S(=O)(=O)N(C)C)c3)cc2)no1	-12	6%	-6%	-14%	-6%	-3.1	-12%	?
CCOc1ccccc1NC(=O)CCc1nnc2ccc(N3CCC4(CC3)OCCO4)nn12	-9	12%	9%	-14%	3%	-2.2	-1%	-19%
C=C(C)CSc1nnc(-c2cc(OC)c(OC)c(OC)c2)n1N	·	1%	0%	-1%	4%	-1.3	3%	-7%
CCc1nc2ccc(C(=O)Nc3cc(-c4ccccc4)ccc3OC)cn2c1N(C)CCC(C)C	22	?	-44%[inhibitor]	-16%	-10%	-0.6	-16%	3%
Nc1nc(SCC(=O)N2CCCCCC2)[nH]c(=O)c1NC(=O)c1ccco1	6	-29%	-6%	9%	5%	-2.5	-8%	0%
CC(=O)c1cccc(N2C(=NC(=O)COc3ccccc3)SC3CS(=O)(=O)CC32)c1 (stereo not drawn)	-23	-6%	6%	7%	4%	-2.3	19%	24µM*
Fc1cccc(NC(=S)NCCN2CCOCC2)c1	-5	·	8%	-12%	4%	0.4	0%	-7%
COc1cccc(CNC(=O)CN2C(=O)COc3ccc(S(=O)(=O)N4CCC(C)CC4)cc32)c1	-2	?	-1%	?	0%	-2.5	-19%	-9%
CC(=O)c1cccc(NC(=O)c2ccc3ccccc3c2)c1	0	-9%	15%	-14%	-5%	1.0	10%	-8%
COc1ccc(-n2nnnc2SCC(=O)c2cc3ccccc3o2)cc1	7	12%	8%	2%	-12%[57.1 µM]	1.4	11%	-12%
CN(C(=S)NC(=O)C1(C)CC1(Cl)Cl)c1ccccc1 (stereo not drawn)	9	·	16%	-3%	-7%	-0.5	-8%	-2%
CN1C/C(=C/c2ccncc2)C(=O)/C(=C/c2ccncc2)C1	1	16%	-6%	12%	8%	-0.8	-2%	-9%
Cc1c(/C=N/n2cnnc2)c2ccccc2n1CCOc1ccc(Cl)cc1	13	16%	8%	-5%	-9%	-3.4	14%	-3%
COc1ccc(N2CCN(C(=O)CCC(=O)N3CCOc4ccc(Cl)cc43)CC2)cc1	0	29%	16%	-7%	-9%	-1.8	-7%	-10%
COC(=O)c1ccc(NC(=O)COC(=O)COc2cccc3c2OC(C)(C)C3)cc1	2	27%	15%	3%	-1%	-0.8	-5%	-16%
COc1cccc(CNC(=O)COC(=O)c2ccc(-c3ccc(O)cc3)cc2)c1	1	-9%	10%	3%	5%	-1.9	3%	-1%
COc1cc(-c2ccccc2)nc2ccccc12	7	7%	-8%	-12%	-2%	2.4	9%	0%
COc1ccc(CC(=O)NNC(=O)c2ccc(SCc3cc(F)ccc3F)c([N+](=O)[O-])c2)cc1	·	38%	0%	9%	-10%	-4.5	-6%	-4%
CCc1ccc(C2c3[nH]c4ccccc4c3CCN2C(=O)CN2CCN(CC)CC2)cc1 (stereo not drawn)	-8	50%	-10%	-4%	-7%	-4.1	-2%	-5%
CCCC(=O)Nc1cccn(Cc2ccccc2Br)c1=O	-5	11%	11%	-4%	-8%	1.1	1%	-5%
CC(N)C(=O)NC(C(=O)NC(C)C(=O)Nc1cccc2ccccc12)C(C)C (stereo not drawn)	0	12%	-15%	-4%	0%	1.0	-9%	0%
CC(C)CNC(=O)C1(C)CCCN1C(=O)c1cc2ccccc2s1 (stereo not drawn)	0	8%	-17%	-5%	1%	-0.1	-8%	-3%
CC(=O)N1CCc2cc(S(=O)(=O)NC(CC(C)C)C(=O)N3CCCC3)ccc21 (stereo not drawn)	-1	14%	13%	17%	2%	1.8	-4%	?
COc1ccc([C@@H]2C[C@H]3[C@@H](CN2S(=O)(=O)c2ccccc2)C(=O)C[C@@H](c2ccc(OC)cc2)N3S(=O)(=O)c2ccccc2)cc1	-1	?	-8%	-18%	-12%	2.1	-9%	-2%
O=C(Cc1cccs1)NCCc1csc(-c2ccccc2)n1	-60*	25%	9%	-27%	?	1.0	4%	-10%
COC(=O)c1sc2ccccc2c1NC(=O)c1ccc(S(=O)(=O)N2CCCCC2)cc1	1	11%	-3%	-7%	0%	-2.2	-1%	-2%
O=C(CSc1nc(=O)n2ccccc2n1)NCc1ccc2c(c1)OCO2	5	-11%	3%	-17%	-12%	0.0	-2%	1%
O=C(CCC1CCCC1)N1CCN(S(=O)(=O)c2ccc(Br)cc2)CC1	3	·	-9%	6%	3%	0.2	7%	1%
CCN=C1S/C(=C\c2ccc(O)c(OCC)c2)C(=O)N1CC	0	·	-39%[inhibitor]	-14%	-11%	-0.7	-1%	14%
C[C@@H]1CNC(=O)c2c(C(=O)N[C@@H](Cc3c[nH]c4ccccc34)C(=O)OC(C)(C)C)ncn21	-1	10%	-5%	7%	8%	-3.0	-11%	7%
CC(C)N=C(NC#N)SCc1ccccc1F	·	8%	2%	18%	8%	1.9	0%	2%
CS(=O)(=O)NN1C(=O)c2ccccc2NC1c1c[nH]c2ccccc12 (stereo not drawn)	9	-1%	8%	11%	2%	1.6	14%	-10%
Cc1ccc(S(=O)(=O)N2C/C=C\CN(S(=O)(=O)c3ccccc3Br)CC2)cc1	3	23%	3%	-5%	-7%	-0.8	15%	-7%
CCc1ccc(NC(=S)Nc2cc(OC)c(NC(=O)C(C)C)cc2OC)cc1	4	27%	12%	-28%	-8%	0.6	-1%	-4%
CCN(CC)S(=O)(=O)c1ccc2nc(SC)sc2c1	·	20%	13%	-4%	-4%	-1.3	8%	-6%
O=C(CNC(=O)c1ccco1)OCC(=O)c1ccc2ccccc2c1	0	-1%	12%	4%	4%	-1.0	-1%	-7%
CCCC/C(C)=N/NC(=O)c1cn(-c2ccccc2)nc1-c1ccccc1	-1	44%	-8%	-16%	-4%	-0.2	1%	-15%
Cc1c(C(=O)Nc2ccccc2)c2ccc(C(F)(F)F)cc2n1O	4	5%	-23%	-2%	-8%	-0.1	-1%	-9%
Cc1ccc(CN=c2c([N+](=O)[O-])nn(-c3cccc(Cl)c3)n2O)cc1	4	2%	?	-5%	-8%	-0.1	7%	-7%
N#C/C(=C\Nc1ccc2cn[nH]c2c1)c1nc(-c2ccccc2)cs1	-4	26%	11%	-9%	-11%	-0.5	1%	-9%

The list continues:
structure	PI5P4K alpha inh	FUS yeast rescue	Abeta rescue	EPAC1 antag	WRN helicase inh	IL-2 act	EPAC1 ag	PLK1 PBD block
COc1ccccc1C(C)NC(=O)CN(C)CC(=O)Nc1c(C)cccc1C (stereo not drawn)	-2	11%	-17%	-1%	-6%	2.1	7%	-4%
Cc1cc(OCc2cc(C(=O)N(C)C(C)c3ccccn3)no2)cc(C)c1Cl (stereo not drawn)	10	?	?	-3%	-7%	-0.6	-1%	-4%
CCOC(=O)c1c(NC(=O)Cc2cccs2)sc(C(=O)NC2CCCC2)c1C	6	-14%	-1%	-15%	1%[57.1 µM]	0.9	9%	-2%
Cc1ccc2oc(=O)c3cnn(CC(=O)NCCc4ccsc4)c3c2c1	1	-5%	3%	-9%	-4%	-1.2	-15%	-10%
CCOc1ccccc1N1CCN(C(=O)C(Sc2ccccc2)c2ccccc2)CC1 (stereo not drawn)	13	?	22%	-12%	-7%	-0.6	-3%	-8%
Cc1oc(-c2ccccc2F)nc1CS(=O)(=O)CC(=O)NCCN(C)C1CCCCC1	-9	16%	-7%	5%	1%	-3.8	-2%	-16%
Cc1cccc(C(=O)OC(C)C(=O)NC2CCCc3ccccc32)c1O (stereo not drawn)	2	-27%	9%	-19%	-1%	-1.6	1%	0%
OC[C@H]1O[C@@H](c2nc3ccc(-c4nc(-c5cccs5)no4)cc3[nH]2)C[C@@H]1O	3	-3%	4%	-8%	-3%	0.5	-15%	-5%
N#CCCN(C(=O)COC(=O)c1ccc(S(=O)(=O)N2CCCC2)cc1)c1cccc(Cl)c1	4	11%	-4%	0%	-8%	2.0	11%	-2%
